NCI-60 one-dose screen, 48 h, at 10 µM unless noted. Numbers give growth in % (100 = growth as untreated, 0 = no growth, -100 = all killed).
M14 – M14 melanoma; 80,000 tested, 6.2% active; AID 1794745
MOLT-4 – MOLT-4 leukemia cells; 80,000 tested, 6.9% active
RPMI-8226 – RPMI-8226 leukemia cells; 77,000 tested, 7.5% active
HOP-92 – HOP-92 NSCLC cells; 71,000 tested, 6.3% active; AID 1794738
HOP-62 – HOP-62 NSCLC | 80,000 tested, 3.9% active | AID 1794735
EKVX – EKVX NSCLC; 71,000 tested, 3% active; AID 1794765
A549/ATCC – A549/ATCC NSCLC. 81,000 tested, 3.7% active. AID 1794740
CCRF-CEM – CCRF-CEM leukemia. 77,000 tested, 7% active
Starred values were filed as active, the others as inactive; nt = not tested or not shown; & = joins results of further samples. The calls were made as follows: active = growth percent below 10; inactive = the rest.

Values run as follows: M14, MOLT-4, RPMI-8226, HOP-92, HOP-62, EKVX, A549/ATCC, CCRF-CEM
N#C/C(=C\c1ccc(Cl)cc1Cl)C(=O)Nc1ncc(Cc2ccc(Cl)c(Cl)c2)s1
→ 54, 93, 93, 71, 83, 96, 89, 88
CC(C)C=C(C(=O)O)C(=O)O
→ 97, 79, 102, 106, 109, 113, 100, 109
C#Cc1ccc(-n2c(/C=C/c3ccc4ccccc4n3)nc3ncccc3c2=O)cc1
→ -19*, -7.6*, -28*, nt, -34*, nt, -26*, -15*
CC(O)c1cccnc1 (centres undefined)
→ 106, 94, 100, 78, 113, 107, 106, 96
COc1ccc(NCc2ccc(C)cc2)cc1
→ 114, 88, 75, 87, 101, nt, nt, nt
CC(=N/NC(=O)c1ccncc1)/C(C)=N/O
→ 97, 103, 104, 94, 93, 102, 93, 109
CCOC(=O)C(CNc1ccccc1)C(=O)OCC
→ 109, 98, 95, 86, 90, nt, nt, nt
Cn1ccnc1C(=O)/C=C/c1ccc(C(=O)Nc2ccc(S(F)(F)(F)(F)F)cc2)cc1
→ nt, -5.1*, nt, 96, 24, 26, 31, 3.4*
CCOC(=O)CC(C(C)=O)C(=O)Nc1ccccc1 (centres undefined)
→ 102, 91, 96, 86, 87, 102, 92, 110
CCOC(=O)c1ccc(Nc2ncnc3c2cnn3-c2cccc(Br)c2)cc1
→ 96, 98, 95, 96, 93, 101, 98, 99
O=C(O)C(c1ccccc1)C(O)(CCl)c1ccccc1 (centres undefined)
→ 119, 102, 109, nt, nt, nt, 101, 102
OC1CCC2CCCCC2C1 (centres undefined)
→ nt, 144, 115, 96, 100, 39, 101, 107
Cc1ccc(C(Cc2ccccc2)NC(C)CO)cc1 (centres undefined)
→ 82, 99, 98, 82, 84, 95, 89, 96
Cc1cc(NS(=O)(=O)c2ccc(NCc3coc4ccccc4c3=O)cc2)no1
→ 100, nt, 93, 95, 101, nt, 97, nt
COc1cc(OC)c(C(=O)/C=C/c2ccc(C#N)cc2)c(OC)c1
→ 1.8*, 14, 4.3*, 13, 14, nt, 7.1*, 7.4*
O=[N+]([O-])c1cc(F)c(F)cc1F
→ 110, 95, 111, 107, 108, 109, 102, 101
CCCCCCCCCCCCCC(=O)N1CCOCC1
→ 100, 97, 99, 93, 105, nt, 105, 96
O=C1CS/C(=N\N=C(c2ccccc2)c2ccccc2)N1
→ 98, 74, 103, nt, 106, 104, 102, 86
CCOC(=O)C1(C(=O)OCC)NC(=O)CC1C(C)C (centres undefined)
→ 100, 108, 109, nt, 107, 86, 109, 97
CCOC(=O)c1cc(C(=O)c2cc(OC)cc(OC)c2)n2ccncc12
→ 99, 70, 85, 86, 92, 118, 97, 81
Cc1ncc(C(=O)Nc2ccc(CN3CCN(C)CC3)c(C(F)(F)F)c2)cc1C#Cc1cnc(N)c2ccncc12
→ -64*, -42*, -44*, -52*, -55*, -19*, -40*, -23*
Cn1cc(-c2nn3cc(-c4cccs4)nc3s2)c2cc(Cl)ccc21
→ 77, 80, 86, 84, 82, 73, 91, 91
Cn1cc(CC(N)C(=O)O)c2ccccc21 (centres undefined)
→ 93, 80, 110, 82, 86, 95, 93, 73
C=C(C)[C@@H]1CC[C@]2(C)[C@H](CC=C3[C@@H]4C[C@](C)(C(=O)N5CCN(C)CC5)CC[C@]4(C)CC[C@]32C)[C@@]1(C)CCC#N
→ 67, 32, 32, 33, 63, 86, 55, 34
O=c1oc2ccccc2cc1-c1cnc2ccc(Cl)cc2n1
→ 103, 75, 96, 93, 103, nt, 94, 89
O=c1c2ccccc2nc(N/N=C/c2ccc(Oc3ccc(Cl)cc3)cc2)n1-c1ccccc1
→ 101, 104, nt, 96, 101, 99, 96, 104
Cc1cc(C)n(C(N)=O)n1
→ 93, 99, 106, 78, 91, 92, 95, 110
C=CCc1c(C)ccc(C)c1O
→ 112, 72, nt, nt, 94, 108, 102, nt
N#CCCN1C(=O)CCC1C(=O)O (centres undefined)
→ 104, -27*, 95, 109, 119, 112, 103, 108
O=[N+]([O-])c1nccn1CCCCCCN1CCOCC1
→ 103, 103, 99, 88, 101, nt, 107, 90

By substructure: the entries above containing a nitro group on carbon
Values run as follows: M14, MOLT-4, RPMI-8226, HOP-92, HOP-62, EKVX, A549/ATCC, CCRF-CEM
O=[N+]([O-])c1cc(F)c(F)cc1F
→ 110, 95, 111, 107, 108, 109, 102, 101
O=[N+]([O-])c1nccn1CCCCCCN1CCOCC1
→ 103, 103, 99, 88, 101, nt, 107, 90

Part of the list above, field by field:
> Cn1ccnc1C(=O)/C=C/c1ccc(C(=O)Nc2ccc(S(F)(F)(F)(F)F)cc2)cc1
  M14: nt
  MOLT-4: -5.1*
  RPMI-8226: nt
  HOP-92: 96
  HOP-62: 24
  EKVX: 26
  A549/ATCC: 31
  CCRF-CEM: 3.4*
> C#Cc1ccc(-n2c(/C=C/c3ccc4ccccc4n3)nc3ncccc3c2=O)cc1
  M14: -19*
  MOLT-4: -7.6*
  RPMI-8226: -28*
  HOP-92: nt
  HOP-62: -34*
  EKVX: nt
  A549/ATCC: -26*
  CCRF-CEM: -15*
> Cc1cc(NS(=O)(=O)c2ccc(NCc3coc4ccccc4c3=O)cc2)no1
  M14: 100
  MOLT-4: nt
  RPMI-8226: 93
  HOP-92: 95
  HOP-62: 101
  EKVX: nt
  A549/ATCC: 97
  CCRF-CEM: nt
> CCOC(=O)C(CNc1ccccc1)C(=O)OCC
  M14: 109
  MOLT-4: 98
  RPMI-8226: 95
  HOP-92: 86
  HOP-62: 90
  EKVX: nt
  A549/ATCC: nt
  CCRF-CEM: nt

Next compounds:
Values run as follows: M14, MOLT-4, RPMI-8226, HOP-92, HOP-62, EKVX, A549/ATCC, CCRF-CEM
Cc1ccc(-n2cc3c(-c4cc5c(ccc6ccccc65)oc4=O)nnc(-c4cc5ccccc5o4)c3n2)cc1
→ 53, 56, 66, 47, nt, 77, 89, 47
Nc1nc(N)c2c(n1)NC(c1ccc(F)cc1)CC(c1ccc(Nc3nc(NCCO)nc(Nc4ccc(Cl)cc4)n3)cc1)=N2 (centres undefined)
→ -66*, -17*, -38*, -65*, 68, 42, 57, -14*
CC(C)OC(=S)SCC(=O)c1ccc([N+](=O)[O-])cc1
→ 103, 74, 89, 99, 80, nt, 103, 90
Cc1cc(=O)n2nnc3cc(Cl)c(Cl)cc3n12
→ 97, 59, 97, 101, 111, 93, 104, 23
COc1ccc(C2=C/C(=C\c3ccccc3)C(=O)NN2C(=S)NN)cc1
→ 104, 96, 94, 96, nt, 95, 97, 91
COc1cc(CC(=O)OC(=O)Cc2cc(OC)c(OC)c(OC)c2)cc(OC)c1OC
→ 99, 98, 102, 80, 103, 103, 116, 99
COc1ccc(/C=C2\SC(=O)N(Cc3cc4ccccc4nc3Cl)C2=O)cc1
→ 114, 131, 104, 81, 120, 101, 119, 104
Cc1cc(C2C(=O)NC(=O)C2=O)c(C)cc1Br (centres undefined)
→ 101, 103, nt, 88, 108, 97, 95, 105
O=C(O)CCC(=O)c1ccc2c(c1)CCCC2
→ 104&106, 102&90, 101&99, nt, 97&100, 109, 103&99, 70&90
Cc1cc(C#Cc2ccccc2)ccc1-n1c(/C=C/c2ccc(F)cc2)nc2ccccc2c1=O
→ 81, 45, 26, 39, 122, 47, 68, 74
COc1ccc(C2=NN3C(C2)c2ccccc2OC3c2ccc(/C=C3\SC(=O)NC3=O)cc2)cc1 (centres undefined)
→ 102, 98, 96, 108, 104, 88, 101, 96
CCCCN1C(=O)c2cccc3cccc(c23)C1=O
→ 100, 97, 93, 65, 83, 64, 85, 92
COc1cc([N+](=O)[O-])c2nc(/C=N/NC(N)=S)ccc2c1
→ 108, 95, 112, 118, nt, 66, 104, 104
C[C@@H](Nc1cc(F)cc(F)c1)c1cc(C(=O)N(C)C)cc2c(=O)cc(N3CCOCC3)oc12
→ 69, 25, 84, 27, 59, 68, 35, 70
COC(=O)c1c(OC)cc(OC)cc1OC
→ 109, 99, 104, nt, 119, 94, 103, 98
NS(=O)(=O)c1ccc(Nc2ccnc(SCC(=O)c3ccc(F)cc3)n2)cc1
→ 101, 100, 18, 88, 108, 96, 100, 101
COc1ccc(/C=C/C(=O)c2c(C)nc3ccccc3c2/C=C/c2ccccc2)cc1
→ 83, 50, 57, 72, 111, 80, 77, 59
O=[N+]([O-])c1cc(Cl)ccc1S(=O)(=O)c1ccccc1
→ 95, 100, 100, 124, 107, nt, nt, nt
CCN(CC)CCC(C)Cl (centres undefined)
→ 94, 110, nt, nt, 108, 100, 88, nt
O=C(C1=Cc2cc3ccccc3n2Cc2cnnn21)c1ccc(F)cc1
→ 107, 89, 92, 102, 109, 96, 96, 98
Cn1c(=O)c2c(c3ccccc31)OC(N)=C(C#N)C21C(=O)c2cccc3cccc1c23 (centres undefined)
→ 104, 92, 106, 86, 98, 99, 100, 100
Cc1cccc(Nc2c(N)nc(N)nc2N)c1
→ 104, 102, 105, 113, nt, 108, 106, 93
Cc1ccc(/C=C2/SC(=O)N(CC(=O)N3CCN(c4cc5c(cc4F)c(=O)c(C(=O)O)cn5C4CC4)CC3)C2=O)cc1
→ 106, 106, 133, 113, 104, 102, 94, 113
Cc1ccc(Nc2ccnc(Nc3ccc(-c4nnc(N)s4)cc3)n2)c(C)c1
→ 102, 108, 109, nt, 88, 87, 103, 107
COc1cc2c3c(c(=O)oc2cc1OS(=O)(=O)c1ccccc1)CCCCC3
→ 91, 70, 54, 57, 105, nt, 81, 53
COc1ccc(-c2nc(Nc3nc4ccccc4o3)nc3c2C(=O)CC(C)(C)C3)c(O)c1
→ 98, 82, 101, 112, 107, nt, 97, nt
COC(CSCc1ccccc1)OC
→ 109, 97, 104, nt, 107, 106, 98, 97
CNC(=O)c1cc(Oc2ccc(NC(=O)Nc3ccc(Cl)c(OC4CC4)c3)c(F)c2)ccn1
→ 71, 39, 59, 81, 86, 48, 66, 51
CCN(CC)CCCC(C)Nc1cc(-c2cccc(OC(F)(F)F)c2)nc2ccc(N3CCCC3)cc12 (centres undefined)
→ -82*, 2.3*, -37*, -5.7*, 23, 50, 11, -22*
Cc1cc(C)n(C(=O)Cn2c(C)nc3ccccc3c2=O)n1
→ 96, 76, 100, 106, 95, nt, 104, 76

Other records.
mol | M14 | MOLT-4 | RPMI-8226 | HOP-92 | HOP-62 | EKVX | A549/ATCC | CCRF-CEM
N#C/C(=C\NC(=S)Nc1cc(Cl)ccc1Cl)C(=O)c1ccc2ccccc2c1 | 94 | 97 | 101 | 91 | 77 | 97 | 85 | 106
O=C1CCN(Cl)C(=O)N1Cl | 102 | 104 | 105 | 133 | 95 | 105 | 97 | 112
CCCCCN1C(=O)/C(=c2\sc3n(c2=O)C2C(NN=3)N(CC)C(=O)N2CC)c2cc(Cl)ccc21 (centres undefined) | 89 | 91 | 82 | 87 | 98 | 88 | 99 | 88
O=C(COc1ccc(/C=C2/C(=O)Nc3ccc(Cl)cc32)cc1)Nc1ccc(F)c(Cl)c1 | 112 | 116 | 111 | 119 | 106 | 101 | 103 | 112
Cc1ccc(-c2[nH]ncc2C2OC[C@@]3(C)[C@H]4CCC5(C)OC(C6=CCOC6=O)C[C@H]5[C@]4(C)CC[C@H]3O2)cc1 (some centres undefined) | 96 | 78 | 70 | 60 | 97 | 69 | 86 | 73
COc1cc(C2=NN(C(C)=O)C(c3ccc(Cl)cc3)O2)c(OC(C)=O)c2ccccc12 (centres undefined) | 102 | 84 | 92 | 107 | 111 | nt | 92 | 93
CCN(CC)CC(=O)Nc1ccc(C)c(Cl)c1 | 108 | 94 | 103 | 90 | 95 | 106 | 92 | 94
O=C(O)c1nccnc1C(=O)O | 102 | 87 | 101 | 94 | 94 | nt | 93 | 90
COc1ccc2c(NCCCCCCCCNc3c4ccccc4nc4cc(OC)ccc34)c3ccccc3nc2c1 | -100* | -86* | -60* | -100* | -99* | -80* | -65* | -42*
CSc1nn2c(-c3cc4cc(Br)ccc4oc3=O)ccnc2c1C#N | 104 | 104 | 103 | 105 | 98 | 92 | 107 | 101
CN1CCN(C(=O)[C@@]2(C)CC[C@]3(C)CC[C@]4(C)C(=CC[C@@H]5[C@@]6(C)CC[C@H](OC(=O)c7cccnc7)C(C)(C)[C@@H]6CC[C@]54C)[C@@H]3C2)CC1 | 81 | 32 | 7.0* | 79 | 84 | 76 | 70 | 1.4*
COc1ccccc1C1OC2=C(Nc3ccc(Cl)cc3N2)C1=O (centres undefined) | 105 | 83 | 84 | 56 | 89 | 91 | 87 | 68
